Growth percent in the NCI-60 one-dose screen (48 h, 10 µM unless noted): 100 = growth as untreated, 0 = no growth, -100 = all killed.
EKVX: EKVX NSCLC; 3% of 71,000 active; AID 1794765
HOP-62: HOP-62 NSCLC. 3.9% of 80,000 active. AID 1794735
HOP-92: HOP-92 NSCLC cells; 6.3% of 71,000 active
A549/ATCC: A549/ATCC NSCLC; 3.7% of 81,000 active; AID 1794740
MOLT-4: MOLT-4 leukemia cells; 6.9% of 80,000 active
SR: SR leukemia cells; AID 1794780; 8.7% of 73,000 active
CCRF-CEM: CCRF-CEM leukemia. 7% of 77,000 active
RPMI-8226: RPMI-8226 leukemia cells; 7.5% of 77,000 active; AID 1794781
Starred values were filed as active, the others as inactive; / = no result given; & = joins results of further samples; ! = not confirmed by another sample. How the source made its calls: active means growth percent below 10; inactive means the rest. No enrichment for hits, and some 12% of all compounds hit somewhere here.

A first look, 13 compounds:
SMILES	EKVX	HOP-62	HOP-92	A549/ATCC	MOLT-4	SR	CCRF-CEM	RPMI-8226
Cc1ccc2nc(C)c(-c3nnc(SCc4ccccc4[N+](=O)[O-])o3)n2c1	85	97	84	92	78	/	93	76
c1cncc(-c2nc3ccccc3n3cccc23)c1	84	102	/	110	105	111	44	82
COc1ccc(C(=O)CSc2nc(-c3ccc(OC)cc3)cn2-c2ccc(Cl)cc2)cc1	100	95	72	101	97	92	90	99
C=CCn1c(SCC(=O)c2ccccc2)nnc1-c1ccc(Cl)cc1	96	100	81	97	95	101	48	108
CC(=O)[C@@]1(O)CCC2C3C=C(Cl)C4=CC(=O)[C@@H]5CC5[C@]4(C)C3CC[C@@]21C (stereo not given in full)	82	117	95	97	82	/	105	92
Cc1ccc2nc(-c3c(-c4ccc(F)cc4)nc4ncccn34)[nH]c2c1	/	108	94	100	/	61	/	66
COc1ccc(NCc2cn(-c3ccc(C(=O)O)cc3)nc2-c2ccccc2)cc1	101	105	96	98	94	87	/	94
CCSc1ccc(C2C(Br)C(=O)N2c2cc(OC)c(OC)c(OC)c2)cc1 (stereo not given)	70	30	28	18	20	16	12	9.7*
C/C(=N\NC(=O)CSc1nc2ccccc2c(=O)n1CCc1ccc(S(N)(=O)=O)cc1)c1cccc(Cl)c1	88	86	/	62	55	69	37	34
O=C(Cn1cc(-c2ccccc2)nn1)Nc1ccc2c(ccn2Cc2ccccc2)c1	109	106	99	102	113	104	81	104
NS(=O)(=O)c1ccc(Nc2nc(N/N=C/c3ccc(Cl)cc3)nc(Nc3ccccc3)n2)cc1	77	83	91	63	1.5*	19	19	55
O=C1CSC(=S)N1Cc1cccnc1	/	78	84	95	51	-10*	13	9.6*
N#Cc1ccc(-c2cc3cnc4ccccc4c3oc2=O)cc1	100	103	78	101	100	108	99	107

All compounds of this part, repeating the preview:
SMILES	EKVX	HOP-62	HOP-92	A549/ATCC	MOLT-4	SR	CCRF-CEM	RPMI-8226
Cc1ccc2nc(C)c(-c3nnc(SCc4ccccc4[N+](=O)[O-])o3)n2c1	85	97	84	92	78	/	93	76
c1cncc(-c2nc3ccccc3n3cccc23)c1	84	102	/	110	105	111	44	82
COc1ccc(C(=O)CSc2nc(-c3ccc(OC)cc3)cn2-c2ccc(Cl)cc2)cc1	100	95	72	101	97	92	90	99
C=CCn1c(SCC(=O)c2ccccc2)nnc1-c1ccc(Cl)cc1	96	100	81	97	95	101	48	108
CC(=O)[C@@]1(O)CCC2C3C=C(Cl)C4=CC(=O)[C@@H]5CC5[C@]4(C)C3CC[C@@]21C (stereo not given in full)	82	117	95	97	82	/	105	92
Cc1ccc2nc(-c3c(-c4ccc(F)cc4)nc4ncccn34)[nH]c2c1	/	108	94	100	/	61	/	66
COc1ccc(NCc2cn(-c3ccc(C(=O)O)cc3)nc2-c2ccccc2)cc1	101	105	96	98	94	87	/	94
CCSc1ccc(C2C(Br)C(=O)N2c2cc(OC)c(OC)c(OC)c2)cc1 (stereo not given)	70	30	28	18	20	16	12	9.7*
C/C(=N\NC(=O)CSc1nc2ccccc2c(=O)n1CCc1ccc(S(N)(=O)=O)cc1)c1cccc(Cl)c1	88	86	/	62	55	69	37	34
O=C(Cn1cc(-c2ccccc2)nn1)Nc1ccc2c(ccn2Cc2ccccc2)c1	109	106	99	102	113	104	81	104
NS(=O)(=O)c1ccc(Nc2nc(N/N=C/c3ccc(Cl)cc3)nc(Nc3ccccc3)n2)cc1	77	83	91	63	1.5*	19	19	55
O=C1CSC(=S)N1Cc1cccnc1	/	78	84	95	51	-10*	13	9.6*
N#Cc1ccc(-c2cc3cnc4ccccc4c3oc2=O)cc1	100	103	78	101	100	108	99	107
CN1CCN(Cc2ccc(NC(=O)c3cncc(C#Cc4cnc(N)c5ccccc45)c3)cc2C(F)(F)F)CC1	-96*	-75*	-74*	-89*	2.9*	1.5*	-6.4*	-43*
CCOC(=O)CC1=C(O)c2ccccc2C(=O)C1=O	/	86	/	106	98	94	100	96
COc1nc2c(c(=O)n(C)c(=O)n2C)n1C	101	107	70	103	114	101	94	97
NC(N)=NCCCCC(N)C(=O)O (stereo not given)	100	112	116	93	93	97	95	103
CC1COc2c(N3CCN(C)CC3)c(F)cc3c(=O)c(C(=O)NNC(=S)Nc4ccc(Cl)cc4Cl)cn1c23 (stereo not given)	94	99	89	110	105	92	96	94
O=C(N/N=C/c1c[nH]c2ccccc12)Nc1ccc(F)c(Cl)c1	41	54	40	39	10	19	13	28
Nc1nnc(CS(=O)(=O)Cc2ccccc2)s1	109	110	100	101	109	114	104	109
O=C(CC(=O)Nc1ccc(S(=O)(=O)NCCO)cc1)Nc1ccc(S(=O)(=O)NCCO)cc1	98	77	92	74	104	101	104	93
O=C1N=C2SC=C(c3ccccc3)N2C1CCN1CCOCC1 (stereo not given)	/	99	61	96	109	107	103	97
Nc1nc(-c2cccc([N+](=O)[O-])c2)c(N=Nc2ccc([N+](=O)[O-])cc2Cl)s1	6.7*	22	/	15	7.8*	5.9*	13	-6.2*
COc1ccc(-c2nc(SCCC(C)C)nc(Cl)c2C#N)cc1	104	99	101	108	103	87	96	104
CC(C)c1ccc(NCc2cn(-c3ccc(C(F)(F)F)cc3)nc2-c2ccc(C(=O)O)cc2)cc1	93	91	68	99	102	100	105	92
(next part)
SMILES	EKVX	HOP-62	HOP-92	A549/ATCC	MOLT-4	SR	CCRF-CEM	RPMI-8226
Cc1ccc(Cc2cnc(NC(=O)c3ccc(-n4cnnn4)cc3)s2)cc1	72	113	111	66	69	95	81	68
CC1(C)CC(NCc2ccccc2)=CC(=S)N1	/	99	128	101	101	102	/	95
CC(=O)c1c(-c2ccc(Cl)cc2)nc2cc(C)ccn12	96	73	74	89	99	106	116	102
COc1cc(C(=O)Nc2cccc(-c3cc(=O)c4ccccc4o3)c2)cc(OC)c1OC	87	36	60	63	63	56	45	/
CCOc1ccc(NC(=O)NNC(=O)c2ccncc2)cc1	88	98	110	97	95	95	109	111
CCn1c(Sc2nnc(Nc3ccc(F)cc3)s2)nc2c1c(=O)n(C)c(=O)n2C	95	99	78	105	101	88	100	106
OCCOc1cc(Cl)c(Cl)cc1Cl	94&76	104&96	93&71	101&102	96&91	82	88&107	101&91
NS(=O)(=O)c1ccc(C(=O)N/N=C/c2ccc(O)cc2)cc1	88	94	79	99	99	93	96	94
CCO/C=N/C1=C(C#N)C(c2ccc(OC)cc2)c2sc3c(C)cccc3c2O1 (stereo not given)	40	41	/	27	16	18	-2.2*	0.1*
CCOC(=O)C(C(=O)OCC)(c1ccccc1)C1CCCCCC1	116	100	/	98	97	94	94	98
CCCCNCCC(O)c1cc2ccc(C(F)(F)F)cc2c2cc(C(F)(F)F)ccc12 (stereo not given)	-54*	-91*	-81*	-88*	-59*	-70*	-46*	-43*
CCOC(=O)c1ccc2n1CCCc1cnc(N)nc1-2	91	/	89	107	102	95	104	109
Cc1ccc(C(=O)Nc2ccc(CN3CCN(C)CC3)c(C(F)(F)F)c2)cc1	104	92	82	99	94	117	101	91
N#Cc1ccc(C(=O)C[n+]2cn(CC(=O)Nc3cccc4cccnc34)c3ccccc32)cc1	91	99	80	102	102	114	99	95
CN1CCN(C(=S)SCCOc2cc(=O)oc3ccccc23)CC1	69	71	63	82	78	58	66	58
COc1ccc(/C=C(/C(=O)NS(=O)(=O)c2ccc(F)cc2)c2cc(OC)c(OC)c(OC)c2)cc1OC	92	111	77	88	56	101	/	100
O=C(O)c1cn(C2CC2)c2cc(N3CCN(C(=O)N(c4ccccc4)c4nc(-c5ccc(Cl)cc5)cs4)CC3)c(F)cc2c1=O	78	75	68	63	95	59	65	61
CCCC(C(=O)O)N1C(=O)CSC1=S (stereo not given)	98	102	111	107	103	108	107	109
O=C(c1ccc(OCCN2CCOCC2)cc1)C1[C@H](c2ccc(Cl)cc2)[C@@H](c2ccccc2)NC12C(=O)Nc1ccc(Cl)cc12 (stereo not given in full)	23	68	-12*	23	-28*	-46*	31	16
CCOC(=O)C1CCN(C(=O)CN2C(=O)c3ccccc3C2c2c[nH]c3ccccc23)CC1 (stereo not given)	/	94	83	97	97	61	88	93
O=C(O)c1ccccc1N=N/C(=N\Nc1cc(S(=O)(=O)O)ccc1O)c1ccccc1	105	106	/	106	96	104	114	99
O=CN1N=C(c2ccc3c(c2)OCO3)CC1c1cccc(Nc2ccnc3cc(C(F)(F)F)ccc23)c1 (stereo not given)	75	81	73	84	53	30	67	40
O=C(/C=C/Nc1cc(-c2ccccc2)nn1-c1ccccc1)c1cccs1	84	95	96	86	82	60	92	79
COc1ccc(/C=C2/C=C(c3ccc(F)cc3)N(Cc3ccccc3)C2=O)cc1	/	82	48	73	26	/	67	65
COc1ccc2c(=O)cc(-c3ccccc3)[nH]c2c1	19&49	21&30	54	14&23	6.7*!	4.5*	12&14	2.0*!
Further compounds follow.
SMILES	EKVX	HOP-62	HOP-92	A549/ATCC	MOLT-4	SR	CCRF-CEM	RPMI-8226
CC(=O)CC1CCCCCC1	/	96	68	95	/	/	/	98
COc1ccc(Cn2ccc3c2-c2oncc2CCC3)cc1	/	105	/	86	93	81	92	81
CCOC(=O)NC(C)(C)CN(C(=O)OCC)c1ccccc1	/	104	106	/	101	97	/	99
Cc1cc(=O)n(C(=O)Nc2ccc(F)c(Cl)c2)c2cc(O)ccc12	104	82	73	94	109	117	41	99
O=C(Nc1ccc(NC(=O)Oc2cccc3ccccc23)c2c1C(=O)c1ccccc1C2=O)Oc1cccc2ccccc12	65	78	76	82	82	90	54	87
COc1cc(/C=C2\C(=O)N(c3c(Cl)cccc3Cl)c3ccccc32)cc(OC)c1OCCCn1c2ccccc2c(=O)c2ccccc21	103	113	84	106	67	64	97	96
O=c1c2ccccc2nc(COc2ccccc2)n1NCc1ccccc1	81	94	81	80	44	/	69	63
O=C1/C(=C/c2ccc(-c3cccc(C(F)(F)F)c3)o2)SC(=S)N1CCCN1CCOCC1	100	102	99	99	95	89	92	92
CCCN(CCOC(=O)c1ccc([N+](=O)[O-])cc1)CCOC(=O)c1ccc([N+](=O)[O-])cc1	99	97	94	103	100	/	96	101
CCCN1C(=O)/C(=C\C(=O)c2cc3ccccc3oc2=O)c2ccccc21	86	136	105	116	83	60	101	111
Nc1nc(C(=O)N/N=C/c2ccc(F)cc2)nn1-c1ccc(S(N)(=O)=O)cc1	101	99	99	95	111	98	112	91
Brc1ccc(-c2cc(-c3cn(-c4ccccc4)nc3-c3ccc(OCc4ccccc4)cc3)on2)cc1	73	85	101	58	50	65	84	92
CC(=O)Nc1ccc2c(c1)Cc1cc(F)ccc1-2	104	85	93	92	89	88	99	94
O=c1c2cc3cc(Cl)ncc3n2c(=O)c2cc3ccccc3n12	/	100	113	104	98	84	85	92
CN(C)c1ccccc1/C=C1\Cc2c(Br)cccc2C1=O	87	79	61	85	74	43	74	77
NC(=O)NN1CCOCC1	104	95	86	101	109	119	113	107
Cc1nc2ccccc2c(/C=C/c2ccc(Cl)cc2)c1C(N)=O	83	102	102	99	88	/	87	85
Cc1ccc(S(=O)(=O)Oc2ccccc2)cc1	86	92	81	97	90	74	102	92
CC1=C(C(=O)c2cnccn2)C(c2ccc(Br)cc2)NC(=O)N1 (stereo not given)	98	105	105	107	102	95	115	114
COc1ccc(NC(=O)N2CCN(c3nc(-c4ccc(C)cc4)nc4ccccc34)CC2)cc1	74	94	91	48	47	67	68	/
Clc1ccc(Oc2ccc(Nc3ncnc4onc(-c5ccccc5)c34)cc2)c(Cl)c1	103	104	102	91	90	81	98	91
Nc1ccc(S(=O)(=O)c2ccc(NCNc3ccc(S(=O)(=O)c4ccc(N)cc4)cc3)cc2)cc1	103	75	73	78	90	110	75	92
Cc1c(N)cccc1Cl	120	99	90	91	51	/	94	111
O=C1c2cccc3c(N4CCN(Cc5ccccc5)CC4)ccc(c23)C(=O)N1c1cccc(-c2nn(-c3ccccc3)cc2-c2nc3ccccc3s2)c1	99	123	105	113	113	87	105	103
S=CN1CCCCC1	97	108	103	92	109	100	110	110
Next compounds:
SMILES	EKVX	HOP-62	HOP-92	A549/ATCC	MOLT-4	SR	CCRF-CEM	RPMI-8226
CN1CCN(Cc2nnc3n(Cc4ccccc4)c(=O)c4c5c(sc4n23)CCCC5)CC1	97	90	97	67	82	101	103	92
Cc1[nH]nc2c1C(c1cc3c(cc1[N+](=O)[O-])OCO3)C(C#N)=C(N)O2 (stereo not given)	101	108	98	106	99	88	91	92
CCOC(=O)CCOc1cccc(N(CCO)CCO)c1	98	102	91	84	83	95	84	97
N#Cc1c(Nc2ccccc2)nn2c(-c3ccccc3)ccnc12	102	102	/	98	116	93	95	90
CCCCN(CCCC)CCCN1C(=O)c2ccccc2C1=O	103	104	93	103	101	/	102	105
COC(=O)c1nc(N)nc(C(=O)OC)c1C(=O)c1cccnc1	104	110	100	108	133	110	106	110
O=C(N/N=C/c1ccccc1)c1cnc2n(c1=O)CCCCC2	92	102	87	97	110	104	101	/
Cc1nn(-c2cc(=O)[nH]c3ccccc23)c(N)c1C#N	96	100	106	107	106	105	102	100
O=S(=O)(NC1CCCCC1)c1ccc2c(c1)C(Br)c1cc(S(=O)(=O)NC3CCCCC3)ccc1-2	100	109	100	100	92	79	90	96
O=C1CCC(C(=O)NNc2cc(F)ccc2F)N1 (stereo not given)	114	105	102	107	82	88	59	98
CC(Sc1nc2sc3c(c2c(=O)n1-c1ccc(Cl)cc1)CCCC3)C(=O)Nc1nc(-c2ccc(Cl)cc2)cs1 (stereo not given)	88	95	104	98	96	98	104	96
COc1cc(CNC(=O)CCCC/C=C/C(C)C)ccc1OCc1nnc(Nc2cccc(Cl)c2)o1	88	/	90	87	88	75	83	75
CCOC(=O)c1nn(-c2ccccc2)c2nc3nccc(-c4cc5c(ccc6ccccc65)oc4=O)c3c(=O)n12	89	78	36	77	75	57	65	67
CCOC(=O)C(C)(C)[N+](=O)[O-]	/	102	87	99	/	/	77	96
COc1ccc(C)cc1N	97	92	86	104	117	107	110	103
C=CCn1c(C)nc2cc(Nc3nc(N4CCN(C)CC4)nc4nc[nH]c34)ccc21	/	91	78	102	114	109	100	97
N#Cc1c(N=Cc2ccc(Br)cc2)n[nH]c1Nc1ccccc1	85	116	105	123	/	/	113	125

Assay outcomes (PubChem)
